M1 PAM parental – nonselective calcium activators in parental CHO-K1 cells, primary screen, counter-screen for M1 PAM project, cell-based, Fluo-8 calcium fluorescence, full deck, 1536-well; ATP EC20; 0% at ATP EC20, 100% at ATP max; activation, % at 3 µM; hit rate 0.02% among 360,000;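 active = activation above the run cutoff, the mean activation of all test compounds plus 3 SD, cut at about 40% in these data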;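 also: peak over basal fluorescence ratio in a 140 s read after ATP addition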
CRFBP-R2 block – antagonists of CRF-BP/CRF-R2 complex, primary screen, cell-based, HEK293, calcium dye fluorescence, uHTS | hit rate 0.59% among 350,000 | AID 588475, 2011 | inhibition, % at 11.8 µM | CRF-induced calcium fluorescence;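 active = inhibition of the ligand-induced calcium signal above about 50% at the single tested concentration, limit read from the data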
TAAR1 ag – human TAAR1 agonists, primary screen, Fluo-8 calcium fluorescence, CHO RD-HGA16 cells; vehicle wells 0%, saturating PEA agonist 100%; activation, % at 3 µM; hit rate 0.99% among 360,000;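 active = activation above the mean activation of all test compounds in the run plus 3 SD, cut at about 38% in these data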
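Test system: RD-HGA16 (CHO) cells co-expressing Gα16 and hTAAR1; dosing: one-point dosing at 3 µM (nominal); timing: 17-24 h seeding, 75 min 37 °C dye, 30 min RT; signal: kinetic Fluo-8 calcium fluorescence; read-out basis: % activation relative to PEA EC100 response; controls: DMSO and PEA EC100; replicates: n 1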
M5 PAM – human M5 muscarinic receptor positive allosteric modulators, primary screen, CHO-K1 cells, Fluo-8 calcium fluorescence; CHO-K1 hM5, ACh EC20 PAM; 0% = ACh EC20, 100% = ACh EC100; activation, % at 3 µM; hit rate 0.3% among 360,000; AID 624038, 2012;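 active = activation above the run cutoff, the mean activation of all test compounds plus 3 SD, cut at about 18% in these data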
Target sequence (P08912 whole entry, looked up): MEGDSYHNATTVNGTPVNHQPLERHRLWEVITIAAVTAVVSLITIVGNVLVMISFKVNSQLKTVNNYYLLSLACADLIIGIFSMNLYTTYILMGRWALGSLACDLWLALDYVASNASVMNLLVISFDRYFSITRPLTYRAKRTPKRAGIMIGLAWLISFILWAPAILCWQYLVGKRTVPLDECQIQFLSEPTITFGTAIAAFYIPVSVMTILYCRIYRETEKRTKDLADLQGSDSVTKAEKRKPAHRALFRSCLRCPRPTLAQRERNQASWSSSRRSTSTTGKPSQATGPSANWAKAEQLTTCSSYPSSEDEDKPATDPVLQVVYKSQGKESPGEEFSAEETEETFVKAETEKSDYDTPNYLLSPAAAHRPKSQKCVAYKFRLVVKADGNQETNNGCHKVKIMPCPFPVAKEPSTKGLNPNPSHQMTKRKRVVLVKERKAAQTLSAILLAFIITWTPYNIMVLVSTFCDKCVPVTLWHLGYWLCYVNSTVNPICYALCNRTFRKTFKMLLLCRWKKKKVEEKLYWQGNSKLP
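System: CHO-K1 hM5 cells. Reagent: acetylcholine, EC20 level. Compound dosing: single dose, 3 µM nominal final test concentration. Timing: Post-acetylcholine fluorescence recording 140 s. Detection: Fluo-8 calcium fluorescence. Read-out: % activation, ACh-normalized. Benchmarks: ACh EC20 and EC100 wells. Repeats: singlicate, one well per test compound.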
TAAR1 antagonist – human TAAR1 antagonists, primary screen, Fluo-8 calcium fluorescence, CHO RD-HGA16 cells. Trace amine-associated receptor 1 (Homo sapiens), Q96RJ0. antagonist. inhibition, % at 3 µM. hit rate 1.5% among 360,000;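 active = inhibition above a per-plate cutoff, the mean inhibition of test compounds on that plate plus 3 SD, cut at about 49% in these data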;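 also: 0% = DMSO plus EC80 beta-PEA response and 100% = DMSO alone without agonist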
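Material: CHO RD-HGA16 cells bearing hTAAR1; compound dosing: one-point dosing, 3 µM nominal final; schedule: dye loading 75 min at 37 °C, then 30 min room temperature; measured by: calcium fluorescence with Fluo-8; control set: vehicle and agonist controls; replication: n of 1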
CRFR2-BP ag – agonists of CRF-BP/CRF-R2 complex, primary screen, cell-based, HEK293, calcium dye fluorescence, uHTS | CRF-binding protein / CRF receptor 2 complex (human) | calcium dye fluorescence (FLIPR); percent of saturating CRF peptide response | hit rate 0.46% among 350,000 | activation, % at 13.2 µM;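 active = activation of at least 50%, plus an integration ratio under a set limit after plate pattern correction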;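 also: plate controls were neutral control wells without compound for no effect and CRF at EC100 for full effect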
CHRM5 antagonist – human M5 muscarinic receptor antagonists, primary screen, CHO cells, Fluo-8 calcium fluorescence | CHO-hM5 cells, ACh EC80 | hit rate 0.59% among 360,000 | AID 624040, 2012 | inhibition, % at 3 µM;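 active = inhibition above a per-plate cutoff, the mean of that plate's test compounds plus 3 SD, cut at about 27% in these data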;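 also: 0% = acetylcholine EC80 with DMSO and 100% = DMSO without agonist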
CHRM5 agonist – human M5 muscarinic receptor agonists, primary screen, CHO-K1 cells, Fluo-8 calcium fluorescence; Muscarinic acetylcholine receptor M5 (Homo sapiens), P08912; CHO-K1 hM5 cells; 0% DMSO wells, 100% maximal acetylcholine response; activation, % at 3 µM; hit rate 0.19% among 360,000;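 active = activation above the run's mean over test compounds plus 3 SD, cut at about 23% in these data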;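 also: signal is peak over basal fluorescence ratio across the kinetic read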
CHRM4 PAM – human M4 muscarinic receptor positive allosteric modulators, primary screen, CHO-K1 cells, Fluo-8 calcium fluorescence. CHO-K1 hM4/Gqi5, ACh EC20; 0% = ACh EC20, 100% = maximal ACh. hit rate 0.4% among 360,000. activation, % at 3 µM. AID 624126, 2012;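 active = activation above its plate's cutoff, the mean activation of sample wells plus 3 SD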; also: some results filed as inactive read as strong as hits
Target sequence (P08173 whole entry, looked up): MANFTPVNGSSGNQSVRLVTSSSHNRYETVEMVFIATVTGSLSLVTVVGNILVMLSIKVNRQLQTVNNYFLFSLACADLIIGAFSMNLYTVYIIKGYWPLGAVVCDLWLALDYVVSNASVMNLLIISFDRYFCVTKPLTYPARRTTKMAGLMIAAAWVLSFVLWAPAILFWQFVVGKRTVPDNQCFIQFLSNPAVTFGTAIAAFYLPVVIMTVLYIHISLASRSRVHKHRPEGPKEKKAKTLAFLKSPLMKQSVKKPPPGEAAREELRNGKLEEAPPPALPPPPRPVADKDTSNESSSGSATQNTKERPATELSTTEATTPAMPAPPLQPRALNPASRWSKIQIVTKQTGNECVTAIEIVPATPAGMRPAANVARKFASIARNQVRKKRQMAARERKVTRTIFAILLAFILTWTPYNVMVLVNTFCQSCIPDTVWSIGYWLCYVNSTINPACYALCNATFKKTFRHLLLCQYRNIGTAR
An asterisk follows results filed as active; / = no result given.

SMILES | M1 PAM parental | CRFBP-R2 block | TAAR1 ag | M5 PAM | TAAR1 antagonist | CRFR2-BP ag | CHRM5 antagonist | CHRM5 agonist | CHRM4 PAM
Cc1ccc2c(c1)CCCN2C(=O)c1ccc2c(c1)OCO2 | 16 | -15 | 14 | -4 | -5 | -0.8 | -1 | -5 | 6
S=C(NCCc1ccccc1)NCCc1ccccc1 | 18 | 3 | 2 | -2 | 6 | -1.5 | -5 | -3 | -3
COc1ccc2cc(C(c3nnnn3C3CCCC3)N3CCOCC3)c3nnnn3c2c1 (stereo not drawn) | 27 | -39 | 3 | 12 | -25 | 0.4 | -5 | -2 | 17
Cc1cccc(C)c1NC(=O)CS(=O)CC(=O)NCC1OCCc2ccccc21 (stereo not drawn) | 5 | 6 | 0 | 23* | 1 | -1.0 | 4 | 2 | 8
COc1ccc(NC(=O)c2csc(Cc3ccccc3)n2)cc1 | 4 | 16 | 4 | -21 | 1 | -0.3 | -4 | -8 | 2
CCOc1ccc(CN2CCC(n3nccc3NC(=O)C3CC3)CC2)cc1CO | 20 | 2 | 2 | -2 | -7 | -1.2 | 10 | -9 | 4
CNS(=O)(=O)c1ccc(NC(=O)c2cnn3c(C(F)F)cc(-c4ccccc4)nc23)cc1 | 23 | -7 | 4 | 2 | -5 | 0.8 | 2 | -1 | -2
O=S(=O)(O)CCN1CCOCC1 | 5 | 4 | 4 | -4 | -14 | 1.2 | 3 | -2 | -1
O=C1OCC/C1=C\c1ccc(O)cc1 | 10 | 0 | 0 | 2 | 6 | -2.0 | -3 | -1 | 9
COc1cccc(Nc2cc(C)c3ccccc3n2)c1 | -2 | -7 | -3 | -8 | -15 | -0.8 | 3 | -7 | -6
C=CCNC(=O)C1CC(=O)N(c2ccc(OCC(=O)Nc3ccc(CC)cc3)cc2)C1 (stereo not drawn) | 0 | 16 | 0 | -3 | -19 | -1.5 | 3 | -3 | 2
CCCCNC(=O)CSc1nc(Cc2ccccc2)nc2ccccc12 | 15 | 4 | 1 | -2 | -13 | -0.9 | 17 | -5 | -6
CCCn1c(=O)c(F)cn(Cc2ccc(OC)c([N+](=O)[O-])c2)c1=O | -3 | 15 | 6 | -2 | -18 | 0.5 | 3 | 0 | 3
CCn1cc(Cl)c(C(=O)Nc2ccc(OC)c(OC)c2)n1 | -12 | -6 | 6 | 0 | 7 | -1.3 | 9 | 1 | 3
O=C(Oc1ccccc1[N+](=O)[O-])c1cccnc1 | -1 | -37 | 3 | 7 | -19 | -0.5 | 5 | -1 | 20
CCN1CCN(S(=O)(=O)c2cc(C(=O)O)ccc2Cl)CC1 | 7 | -9 | -2 | 4 | -2 | 1.2 | 0 | -2 | 10
Cc1sc2nc(CN3CCCCC3)nc(Cl)c2c1C | 0 | 5 | -1 | -8 | -10 | -2.3 | 7 | -6 | -2
O=[N+]([O-])c1ccc(NCc2ccc(Cl)cc2)nc1 | 11 | 3 | 3 | -5 | 16 | -0.5 | 1 | -7 | -9
O=c1oc(/C=C/c2ccccc2)nc2ccccc12 | 20 | -2 | 1 | 4 | -4 | 1.3 | -1 | 5 | -2
O=C(CC1(O)C(=O)Nc2cc(Cl)cc(Cl)c21)c1ccncc1 (stereo not drawn) | -9 | -4 | 2 | -9 | -2 | 4.6 | 12 | 3 | -1
Cc1cc(C)c2nc(N(CCCN(C)C)C(=O)c3ccc(S(=O)(=O)N4CCCCCC4)cc3)sc2c1 | -20 | -15 | 33 | -5 | 0 | 2.4 | 5 | -3 | -8
CCOc1ccc(C2=Nn3c(CC)nnc3SC2)cc1 | 30 | 8 | 8 | 10 | -20 | -1.1 | 4 | -7 | 12
O=C(CCCCCN1C(=O)CCC1=O)Nc1ccc(Br)cc1F | -8 | 3 | 5 | -1 | -10 | -3.4 | -3 | -1 | -1
O=C(NC1CCCCCCC1)c1cccc(S(=O)(=O)N2CCOCC2)c1 | -4 | -9 | 0 | 0 | -20 | -2.1 | 1 | 3 | -5
Cc1ccc(S(=O)(=O)c2nc(-c3ccc(F)cc3)oc2SCC(N)=O)cc1 | 7 | -5 | 1 | -11 | -12 | 1.6 | -5 | -8 | 1
c1ccc(COc2ccc(Oc3nc(N4CCCCC4)nc(N4CCOCC4)n3)nn2)cc1 | 22 | 15 | 9 | 9 | -1 | -0.2 | 1 | -3 | 6
CCCOc1ccc(C(=O)Nc2ccc(N3CCN(C(=O)c4ccco4)CC3)cc2)cc1 | 0 | 1 | 0 | -9 | -5 | -0.8 | 13 | -3 | 0
COc1ccc(N2CCN(C(=O)c3ccc(-n4nc(C)cc4C)cc3)CC2)cc1 | 17 | 18 | 0 | -2 | -6 | -1.1 | -2 | -1 | 1
CSc1ccc(/C=C(/NC(=O)c2ccccc2)C(=O)NCCN2CCOCC2)cc1 | 13 | 2 | 0 | 5 | 11 | -0.1 | 6 | -2 | -1
Nc1nnc(/C=C/c2ccccc2)s1 | -10 | -3 | 8 | -12 | -1 | -1.5 | 2 | -4 | 6

Quoted from the listing:
Reading of `O=c1oc(/C=C/c2ccccc2)nc2ccccc12` under CRFR2-BP ag: 1.3
Reading of `CCOc1ccc(C2=Nn3c(CC)nnc3SC2)cc1` under CHRM4 PAM: 12

(cont.)
SMILES | M1 PAM parental | CRFBP-R2 block | TAAR1 ag | M5 PAM | TAAR1 antagonist | CRFR2-BP ag | CHRM5 antagonist | CHRM5 agonist | CHRM4 PAM
COc1ccc(N=Cc2c(O)cc(C)oc2=O)cc1 | 1 | 7 | 5 | -8 | -10 | 3.5 | 0 | -3 | 8
COC(=O)c1ccc(NC(=O)CSC2=Nc3ccccc3C3CC=NN23)cc1 (stereo not drawn) | 0 | -8 | / | -8 | / | 0.2 | 13 | 1 | 0
Cc1ccc(N2C(N)=C(C#N)C(c3ccsc3)C3=C2CC(C)(C)CC3=O)cc1 (stereo not drawn) | 17 | 12 | 3 | 7 | -1 | 2.1 | -8 | -4 | 10
O=C(O)CCCNS(=O)(=O)c1ccc(F)cc1 | 14 | 12 | 7 | -2 | -2 | -1.0 | 5 | -3 | -3
Cc1nc(C)c(-c2nnc(-c3ccccc3Cl)o2)cc1C(=O)NN | 3 | -12 | 0 | 0 | -16 | -0.1 | 4 | 1 | 14
Nc1ccc(NC(=O)NC2CCCCC2)cc1 | 12 | 9 | 7 | 1 | 20 | 6.6 | -6 | -2 | 7
CCCS(=O)(=O)NC(=O)C1(C)CCN(C(=O)c2cc(C)n(C(C)(C)C)n2)C1 (stereo not drawn) | -15 | / | 4 | -2 | -19 | / | 0 | 0 | 2
O=[N+]([O-])c1ccc(NN=CC2CCCCCC2)c([N+](=O)[O-])c1 | -2 | / | -1 | -2 | -10 | / | 2 | 3 | 10
Nc1cc(=O)[nH]c(SCC(=O)Nc2cccnc2Cl)n1 | 9 | 2 | 0 | -7 | -15 | 1.2 | 10 | -3 | 22*
Cc1ccc(S(=O)(=O)N2CCCCC2CCNC(=O)C(=O)NCc2ccccc2C)cc1 (stereo not drawn) | -1 | -3 | 2 | -3 | 1 | 0.9 | 11 | -3 | -9
CN(NC(=O)Nc1ccc(Cl)cc1)c1c(Cl)c(Cl)nn1C | 9 | -29 | 0 | -4 | -7 | 1.1 | 4 | -6 | -2
Cc1ccc(NC(=O)CSc2nc3ncc(Cl)cc3[nH]2)c(C)c1 | 20 | -7 | 10 | 4 | -32 | 0.4 | 1 | 1 | 3
CCCCN=c1sc(C(=O)OC)cc(=O)n1CCCC | 13 | -24 | 22 | 2 | 4 | 1.0 | -2 | 1 | 1
O=C1CC(SCCc2nc3ccccc3[nH]2)C(=O)N1c1ccc(F)c(Cl)c1 (stereo not drawn) | 11 | -37 | 12 | -3 | -4 | -1.0 | 1 | 2 | -7
COCCCn1c(=N)c(C(=O)NCc2ccc3c(c2)OCO3)cc2c(=O)n3ccccc3nc21 | 10 | 11 | -2 | -7 | 15 | 0.4 | 11 | -5 | -7

An excerpt from above, reduced to M1 PAM parental.
mol | M1 PAM parental
CCCCN=c1sc(C(=O)OC)cc(=O)n1CCCC | 13
O=C1CC(SCCc2nc3ccccc3[nH]2)C(=O)N1c1ccc(F)c(Cl)c1 (stereo not drawn) | 11
COCCCn1c(=N)c(C(=O)NCc2ccc3c(c2)OCO3)cc2c(=O)n3ccccc3nc21 | 10

Next section.
SMILES | M1 PAM parental | CRFBP-R2 block | TAAR1 ag | M5 PAM | TAAR1 antagonist | CRFR2-BP ag | CHRM5 antagonist | CHRM5 agonist | CHRM4 PAM
COc1ccc(CNC(=O)/C=C/c2ccc(OCCCF)cc2)cc1OC | 0 | 3 | 25 | 2 | -14 | 0.8 | -6 | -2 | 17
COc1ccccc1-n1c(SCC(=O)N2CCCCC2)nc2cccnc21 | 12 | 2 | 9 | -1 | 7 | 0.2 | 2 | -3 | -4
O=C(NCc1ccncc1)c1nnc(Cc2c(F)cccc2Cl)o1 | 5 | -19 | 4 | 0 | -2 | -1.9 | -10 | -5 | 12
NC(=O)NC(=O)COC(=O)c1sc2ccccc2c1Cl | 2 | -5 | 3 | 3 | -22 | -2.1 | 10 | -4 | -6
O=C(O)CCc1ccc(S(=O)(=O)N2CCOCC2)cc1 | 1 | 4 | 4 | -5 | 1 | 1.6 | -5 | -5 | 7
Brc1ccc(Nc2ncnc3[nH]ncc23)cc1 | 16 | -89 | 29 | -7 | -6 | 2.2 | 4 | -1 | -2
Cc1ccc(Nc2cc(=O)[nH]c(=O)[nH]2)c(C)c1 | -4 | -3 | 16 | -10 | 12 | -2.0 | 4 | -1 | -5
COc1ccc(NC(=O)CSc2nnnn2C2CCCC2)cc1 | 16 | 15 | 3 | 5 | 13 | -2.7 | -8 | -4 | 7
CCCCNC(=O)Nc1ccc(C2SCCS2)cc1 | -8 | -13 | 2 | -7 | -13 | -1.4 | -3 | -4 | -2
CC(=O)Nc1ccc(NC(=O)C2CC(=O)N(c3ccccc3Cl)C2)cc1 (stereo not drawn) | 11 | -13 | 1 | 5 | -5 | -1.3 | 4 | 1 | -8
O=C(c1ccco1)N1CCN(C(=O)C2CC(c3ccc(Cl)c(Cl)c3)=NO2)CC1 (stereo not drawn) | -4 | 21 | 5 | -1 | -11 | -2.8 | 1 | 1 | 13
CCOc1ccccc1C(=O)NCC(=O)NCC(C)(C)N1CCOCC1 | 12 | -6 | 1 | 4 | 2 | -1.2 | -2 | -1 | 10
O=C(NC1CC1)C1=C[C@H](c2c[nH]c3ccccc23)C[C@H](OCc2ccc(CO)cc2)O1 | 2 | 8 | 5 | -9 | -9 | -1.3 | 13 | 2 | 5

Assay outcomes (PubChem BioAssay)
